# Dyrk1A ADPGlo = rat Dyrk1A kinase inhibitors, primary screen, biochemical, single point, plate reader | ADP-Glo luminescence, NFATc1 peptide | AID 504441, 2011 | 310,000 compounds, 0.43% hits | inhibition, % at 12.5 µM | Dual specificity tyrosine-phosphorylation-regulated kinase 1A (Rattus norvegicus), Q63470; in the data active means inhibition above about 50%;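 further: plate controls were vehicle with enzyme for no effect and no enzyme for full effect; many of its hits are not listed in these tables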
# HSP90 refold inh = HSP90 inhibitors, primary screen, cell lysate, luminescence; inhibition, % at 5.6 µM; 290,000 compounds, 0.91% hits; Heat shock protein HSP 90 (rabbit reticulocyte lysate; luciferase refolding); AID 1789, 2009; Rabbit reticulocyte lysate, luciferase refolding luminescence, 3 h;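 active means inhibition above the screen-wide mean plus 3 SD, computed separately per campaign, cut at about 16% in these data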;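 further: 0% = DMSO wells and 100% = 60 µM geldanamycin wells; inhibitors lower the luminescence because luciferase stays unfolded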
# PolyA inhibitor = polyadenylation inhibitors in yeast reporter cells, primary screen, luminescence, S. cerevisiae | S. cerevisiae SKY197-pL101 polyadenylation reporter, beta-gal luminescence; efflux-impaired pdr1/pdr3 knockout yeast; score 100 = 6 SD above DMSO | AID 1875, 2009 | calls only at 12 µM | 300,000 compounds, 0.02% hits;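 active means lowest replicate activity score at least 50, where 100 means six control SD above control mean; inconclusive means lowest score under 50 but half or more replicates reach 50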;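 further: yeast exposed to compound for 9 h at 30 °C; higher score means more reporter readthrough which indicates perturbed polyadenylation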
# HDAC3 inhib = HDAC3 deacetylase inhibitors, primary screen, biochemical, fluorescence, cell-free homogeneous | AID 2718, 2010 | 320,000 compounds, 0.15% hits | recombinant HDAC3, fluorogenic peptide/trypsin coupled | inhibition, % at 8.3 µM; in the data active means inhibition above about 26%, passing the limit was not always enough; inconclusive means no clear call, values can overlap the other calls
# Target sequence (O15379 whole entry, looked up): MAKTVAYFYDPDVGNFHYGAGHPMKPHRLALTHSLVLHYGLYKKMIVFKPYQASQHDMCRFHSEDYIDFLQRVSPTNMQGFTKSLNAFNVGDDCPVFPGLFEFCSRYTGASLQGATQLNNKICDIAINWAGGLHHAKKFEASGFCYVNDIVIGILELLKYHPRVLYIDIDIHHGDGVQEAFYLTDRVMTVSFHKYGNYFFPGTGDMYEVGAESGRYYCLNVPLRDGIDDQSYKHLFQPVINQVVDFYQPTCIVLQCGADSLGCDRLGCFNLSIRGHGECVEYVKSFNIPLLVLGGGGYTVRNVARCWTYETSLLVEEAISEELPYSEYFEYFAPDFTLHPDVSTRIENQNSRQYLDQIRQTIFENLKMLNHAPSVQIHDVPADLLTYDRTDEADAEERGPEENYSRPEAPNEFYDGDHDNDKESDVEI
# GSK3A inh = blockers of GSK3A enzyme activity – biochemical, luminescence, cell-free homogeneous, HTS, primary screen. Glycogen synthase kinase-3 alpha (Homo sapiens), P49840. GSK-3 alpha kinase, ADP-Glo luminescence, 60 min. inhibition, % at 10 µM. 320,000 compounds, 0.1% hits;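 in the data active means inhibition above about 50%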;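 further: GST-tagged GSK-3 alpha with peptide substrate and 25 µM ATP; 0% = DMSO neutral wells and 100% = GW8510 positive control wells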
# Target sequence (P49840 whole entry, looked up): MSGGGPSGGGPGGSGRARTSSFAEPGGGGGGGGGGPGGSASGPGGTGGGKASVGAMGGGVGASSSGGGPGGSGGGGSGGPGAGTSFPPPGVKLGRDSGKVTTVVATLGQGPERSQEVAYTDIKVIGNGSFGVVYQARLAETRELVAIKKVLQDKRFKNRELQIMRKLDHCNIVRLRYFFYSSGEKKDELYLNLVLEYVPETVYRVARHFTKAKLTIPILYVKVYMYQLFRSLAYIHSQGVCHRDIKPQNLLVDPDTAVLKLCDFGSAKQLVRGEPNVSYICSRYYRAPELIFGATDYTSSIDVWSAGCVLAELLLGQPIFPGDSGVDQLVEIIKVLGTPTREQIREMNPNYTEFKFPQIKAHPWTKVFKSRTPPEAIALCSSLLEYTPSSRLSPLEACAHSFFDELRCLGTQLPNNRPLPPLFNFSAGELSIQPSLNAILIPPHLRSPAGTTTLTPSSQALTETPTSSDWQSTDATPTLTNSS
# AI-2 QS mod = Vibrio harveyi AI-2 quorum sensing modulators, primary screen, JMH597 strain, luminescence/OD600 ratio; Vibrio harveyi JMH597 AI-2 luminescence/OD600 ratio, 9 h; hits give low values; strain lacks LuxN and CqsS sensors; 0 = neutral-control median; 300,000 compounds, 0.4% hits; AID 2094, 2009; activity change, % at 7.5 µM; in the data active means activity change below about -75%, passing the limit was not always enough; inconclusive means no clear call, values can overlap the other calls;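 further: luminescence divided by OD600 gain over 9 h not by final OD600 alone; inactives centre near 13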
# Platelet DG rel = inhibitors of platelet dense granule secretion, primary screen, cell-based, MLPCN, human platelets; human platelet-rich plasma, SFLLRN dense granule ATP release, luminescence; inhibition, %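 (compounds screened at 7.5 µM in platelet-rich plasma)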; 300,000 compounds, 0.22% hits;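 active means mean replicate score, as percent of positive control, at or above 50; inconclusive means mean below 50 but at least one replicate at or above 50; inactive means mean and every replicate below 50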
# GSK3beta inhib = human GSK3beta kinase inhibitors, primary screen, biochemical, cell-free homogeneous, HTS; GST-GSK3beta kinase, ADP-Glo luminescence, 60 min; hits give low values; 300,000 compounds, 0.038% hits; Glycogen synthase kinase-3 beta (Homo sapiens), P49841; activity score (negative = inhibition), % at 10 µM;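 active means more than half of replicate wells score below -50%, meaning over 50% inhibition versus plate controls; inconclusive means some replicates but at most half score below -50%; inactive means no replicate scores below -50%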;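 further: 0% = median DMSO wells and -100% = median GW8510 positive control wells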
#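 Test system: GST-fused GSK3beta enzyme, cell-free | Quantity: 1.6 ng GST-GSK3beta enzyme per well | Reagent: 25 µM ATP with peptide substrate | Schedule: 60 min enzyme reaction, room temperature | Signal: Luminescent ADP-Glo measurement of ADP formed | Read-out basis: Score relative to plate controls | Control set: DMSO and 20 µM GW8510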
# HSF1 activator = HSF-1 activators, primary screen, NIH3T3-HGL cells, MG132 stress, luminescence, single point | 300,000 compounds, 1.7% hits | NIH3T3-HGL HSF-1 luciferase reporter, 8 h; 100% = twice DMSO control signal | AID 504408, 2011 | activation, % at 9 µM;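 active means mean replicate activation of at least 50% with a set share of replicates each reaching 50%; inconclusive means only one of those two conditions met; inactive means mean below 50% and too few replicates reaching it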;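 further: 0% = median of the neutral control wells and 100% = twice that signal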
# HSF1 inh = HSF1 inhibitors in luciferase reporter cells, primary screen, cell-based, NIH3T3, luminescence; 300,000 compounds, 0.77% hits; AID 2098, 2009; activity change, negative = inhibition, % at 7.5 µM (by protocol); NIH3T3-HGL HSE-luciferase, MG132-induced, luminescence 8 h; hits give low values;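 active means more than half of replicate wells show activity change below -50%, luminescence cut by over half; inconclusive means some wells, but at most half, below -50%; inactive means no replicate well below -50%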;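 further: luciferase reports HSF-1 transcriptional activity via heat shock element; 0% = median of DMSO wells and -100% = zero luminescence signal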
# * = called active by the depositor; i = inactive; ? = inconclusive; . = not tested or not shown. Some of the compounds tested; rates above refer to the full screens.
SMILES,Dyrk1A ADPGlo,HSP90 refold inh,PolyA inhibitor,HDAC3 inhib,GSK3A inh,AI-2 QS mod,Platelet DG rel,GSK3beta inhib,HSF1 activator,HSF1 inh
CCOC(=O)CN(Cc1ccc(OC)c(OC)c1)S(=O)(=O)c1ccc(OC)cc1,7,-2,i,1,-4,13,-3,4,-3,3
CCc1ccc(OCC(=O)N(C)C2CCS(=O)(=O)C2)cc1 (stereo not drawn),-3,0,i,-1,-3,33,-2,-1,-7,-11
O=C(COC(=O)c1cc(-c2ccccc2Cl)nc2ccccc12)Nc1ncc(C(F)(F)F)cc1Cl,-2,-4,i,8,-1,18,9,-18,-11,-9
COc1ccccc1NS(=O)(=O)c1ccc(O)c(C(=O)OCc2cccc([N+](=O)[O-])c2)c1,-3,2,i,13,-1,39,12,2,-3,13
CC(/C=C/C=C/c1ccccc1)=N/NC(=O)CNc1ccccc1C,6,2,i,2,1,12,18,0,8,3
CCOC(=O)C(=CNc1ccc(Cl)cn1)C(=O)OCC,0,1,i,5,1,6,20,0,-15,-9
O=C(CC12CC3CC(CC(C3)C1)C2)NC(=S)NCc1ccccc1,-2,-4,i,1,3,13,-6,3,-20,-15
CC(Oc1ccc2c3c(c(=O)oc2c1)CCC3)C(=O)NC1CCN(Cc2ccccc2)CC1 (stereo not drawn),8,-1,i,6,11,17,8,-22,-2,5
O=C1C2C(C(=O)N1/N=C/c1cc(Br)cc([N+](=O)[O-])c1O)C1C=CC2C12CC2 (stereo not drawn),-2,2,i,5,-1,30,8,2,13,5
Cc1ccc(NC(=O)COc2ccccc2C(=O)Nc2ccccc2)cc1Cl,3,2,i,9,-5,5,-8,1,12,25
Cn1c(/C(C#N)=C/C2CC=CCC2)nc2ccccc21 (stereo not drawn),7,3,i,3,-2,7,-1,-3,28,21
COc1ccc(OCCn2cnc(Cl)c2Cl)cc1,1,6,i,.,.,-2,2,3,11,3
OCc1ncc(-c2ccccc2)s1,2,-2,i,-2,-1,-4,5,3,7,-1
Cc1ccc(C)c(C(=O)COC(=O)c2ccccc2N2C(=O)C3C4CCC(C4)C3C2=O)c1 (stereo not drawn),-10,2,i,-2,-2,33,-4,2,20,2
COc1ccc(CC2(CO)CCN(CC3=CC[C@H]4C[C@@H]3C4(C)C)CC2)cc1,.,1,i,.,.,-1,0,-5,2,0
Cc1cccc(OCC(=O)Nc2cc(C)ccc2O)c1,-8,-1,i,-4,-2,-85*,9,0,181*,130
CCCN1C2CCCC1CC(NC(=O)c1ccccc1F)C2 (stereo not drawn),1,-3,i,-1,-1,17,-1,3,-16,-6
CCCN(CC(=O)Nc1ccc(C(N)=O)cc1)CC(=O)Nc1ccc(Cl)cc1Cl,1,-4,i,8,-3,8,-12,-3,0,7
Cc1cccc(-c2n[nH]c(=S)n2/N=C/c2ccc(C)s2)c1,2,2,i,10,1,15,8,2,15,9
COc1ccc(N2Cc3ccccc3C2=O)cc1,17,15,i,-1,5,-2,7,-3,54*,25
CCOC(=O)c1sc2nc(SCC#N)n(CC3CCCO3)c(=O)c2c1C (stereo not drawn),1,7,i,0,-3,4,0,0,10,8
O=C(COc1ccc(Cl)cc1)NNC(=O)c1cccnc1,-2,-2,i,3,5,9,-2,2,-10,-8
Cc1cc(OCC(=O)NCc2ccncc2)c2c(C)c(C)c(=O)oc2c1,-6,1,i,-49,0,26,-1,3,8,-5
O=C(Nc1ccc(Cl)cn1)c1cccc(F)c1,4,-2,i,6,-1,15,3,-2,3,12
CN(C(=S)NC(=O)c1ccccc1Br)C1CCCCC1,18,-1,i,-5,-1,32,13,-1,-15,-4
# The list continues.
SMILES,Dyrk1A ADPGlo,HSP90 refold inh,PolyA inhibitor,HDAC3 inhib,GSK3A inh,AI-2 QS mod,Platelet DG rel,GSK3beta inhib,HSF1 activator,HSF1 inh
Cc1c(NC(=O)C23CC4CC(CC(C)(C4)C2)C3)c(=O)n(-c2ccccc2)n1C,-1,0,i,-3,-4,14,9,1,-9,-7
COCCn1c(-c2cc(OC)c(OC)c(OC)c2)nc2oc3cc(OC)ccc3c(=O)c2c1=O,.,1,i,1,6,27,-4,2,-2,2
COc1ccccc1N1CCN(CCOc2c(OC)cccc2OC)CC1,-4,-2,i,-5,-1,22,0,-4,-12,-7
CCOC(=O)C1(Cc2cccc(F)c2)CCN(Cc2cnc(C)s2)CC1,-5,3,i,6,-1,-7,2,-2,10,5
O=C(O)c1ccc(-n2cccn2)c([N+](=O)[O-])c1,-1,-1,i,3,-4,10,-7,3,4,1
CNCC(=O)Nc1ccc(Cl)c(C(F)(F)F)c1,.,-1,i,9,0,8,21,2,8,-6
COc1ccc(C2CC(c3ccccc3OC(=O)/C=C/c3ccccc3)=NN2C(C)=O)cc1 (stereo not drawn),0,1,i,6,-2,16,-25,-3,36,27
COc1ccc(NC(=O)CCS(=O)(=O)c2cc3c(cc2C)NC(=O)CO3)cc1,3,-1,i,2,2,21,-1,3,5,-2
COc1ccc(-c2nc(/C=C3\C(C)=Nc4ccccc43)c(O)o2)cc1,.,0,i,-8,0,23,27,1,-9,6
N/C(Cc1ccc([N+](=O)[O-])cc1)=N\OC(=O)Cc1ccc(Cl)cc1,-3,1,i,3,-6,-35,7,-1,-9,-4
CCOC(=O)C1(Cc2ccccc2)CCN(Cc2ccc(COC)o2)CC1,-4,-1,i,-8,-7,13,-1,2,30,0
COc1ccc(CNC(=O)CN(C)S(=O)(=O)c2ccccc2)cc1,-5,-1,.,-5,-8,-14,-5,1,3,2
CCSC1=N/C(=C\c2ccc3c(c2)OCO3)C(=O)S1,-16,4,i,9,0,8,-2,1,27,4
CCOC(=O)Cc1csc(NC(=O)CSc2nnc(C(C)C)n2C)n1,-2,0,i,2,-1,16,-2,2,33,9
CCCCCn1c(=O)[nH]c2cc(C(=O)N3CCN(Cc4ccc5c(c4)OCO5)CC3)ccc2c1=O,2,6,i,3,-3,21,1,1,11,-3
Cc1ccc2cc(CN(Cc3ccco3)C(=O)c3ccco3)c3nnnn3c2c1,1,-2,i,?,0,8,-2,0,12,9
CC(C)Oc1ccc(N2CC(C(=O)Nc3ccccn3)CC2=O)cc1 (stereo not drawn),1,-1,i,1,7,8,-2,0,-3,0
O=c1cc(-c2ccccc2)nc(SCc2ccc(Cl)cc2)[nH]1,4,-3,i,3,-2,10,-1,1,14,12
Cc1cc(=O)c2c(C)nn(-c3ccccc3)c2[nH]1,2,-2,i,0,0,21,0,3,-2,-6
Cc1cc(C)c(-n2nnnc2SCC(=O)c2cc3ccccc3o2)c(C)c1,13,-5,i,?,9,8,-1,0,-10,2
COC(=O)[C@H](C)NC(=O)Nc1ccc(OC(F)(F)F)cc1,1,2,i,0,-3,17,-4,-1,-11,-7
c1ccc(Cn2nnnc2C(c2cccs2)N2CCSCC2)cc1 (stereo not drawn),6,2,i,-4,-2,34,2,-2,13,3
COC(=O)C(C)Sc1nc2c(c(-c3ccc(OC)cc3)c1C#N)-c1ccccc1C2=O (stereo not drawn),-3,0,i,-4,-1,32,3,1,-13,2
O=C(COc1ccc2c(c1)oc(=O)c1ccccc12)NCC1CCC(C(=O)O)CC1 (stereo not drawn),8,-3,i,-37,-1,43,4,1,15,0
CCCN1CCC(N2CCN(c3ccc([N+](=O)[O-])cc3)CC2)CC1,3,-4,i,-2,1,25,-4,5,4,-9
# Carrying on:
SMILES,Dyrk1A ADPGlo,HSP90 refold inh,PolyA inhibitor,HDAC3 inhib,GSK3A inh,AI-2 QS mod,Platelet DG rel,GSK3beta inhib,HSF1 activator,HSF1 inh
O=C(NO)c1ccc(C(=O)N(C2CCCCC2)C2CCCCC2)cc1,3,2,i,?,2,35,-2,-5,5,-8
CC(=O)N1CCC(N2CCN(Cc3ccc(C)cc3)C(CCO)C2)CC1 (stereo not drawn),.,1,i,2,2,9,3,0,-9,-2
CCCCn1c(N)c(N(CC(C)C)C(=O)c2cccc(S(=O)(=O)N3CCN(C)CC3)c2)c(=O)[nH]c1=O,4,.,i,.,.,17,-8,-1,-9,2
CC1(C)CCc2cc(CN3CCN(c4ccccn4)CC3)ccc2O1,-5,-1,i,1,-4,18,2,2,-19,2
CSCCC(NC(=O)c1ccc(Cl)cc1Cl)C(=O)OC1CCCCC1=O (stereo not drawn),14,.,i,.,-1,13,1,3,3,3
CCCn1c(CCC(=O)O)nc2cc(S(=O)(=O)N(CC)CC)ccc21,0,4,i,5,-2,2,0,-2,3,0
O=S(=O)(NCCNS(=O)(=O)c1cccs1)c1cccs1,3,-2,i,-7,3,-30,5,0,4,3
CCCC(C(=O)Nc1nccs1)c1ccccc1 (stereo not drawn),-1,-2,i,.,.,13,-5,-2,-5,-2
OCCC1CN(Cc2c(O)ccc3ccccc23)CCN1CCc1ccccc1 (stereo not drawn),5,2,i,0,0,18,7,0,216*,167
CC(NC(=O)c1ccc(N2CCCC2=O)cc1)c1ccccc1 (stereo not drawn),-1,0,i,2,-1,28,-11,-2,0,-7
COc1ccc(Nc2nc3ccccc3s2)cc1,-1,-4,i,-1,-1,16,10,0,.,.
CCN(CCNC(=O)c1cccc(N2CCCC2=O)c1)c1ccccc1,-1,1,i,-2,0,.,0,.,-10,18
COc1ccccc1Cn1c(=S)[nH]c2cc(C(=O)N3CCCC3)ccc2c1=O,1,-1,i,2,-1,36,-1,3,4,10
Cc1cccc(-c2noc(CN(C(=O)c3ccc4c(c3)OCO4)C(C)C)n2)c1,0,4,i,-2,-5,28,11,-3,-10,0
CC(C)=CCC(C)(C)/C=N/NC(N)=O,-5,-2,i,.,-2,15,-10,1,5,-2
COc1ccc(-c2nnc(SCc3ccccc3)n2N)cc1,1,1,i,-1,-3,-9,-8,2,23,10
CCC(=O)Nc1cc(Cl)ccc1C(=O)O,35,5,i,-6,7,14,3,-3,4,-4
CCOc1[nH]n(-c2ccccc2)c(=O)c1C=NCc1ccncc1,1,3,i,2,.,18,1,1,5,3

# Screens as filed in PubChem BioAssay.
